FLuc inh counter: inhibits firefly luciferase, flagging false hits in luciferase inhibition screens | ATPLite firefly luciferase biochemical luminescence, 10 min | inhibition, % at 10 µM | hit rate 1.5% among 200,000 | AID 1006;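 active = inhibition above about 50% when tested at 10 µM, limit read from the data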
Target sequence (P08659 whole entry, looked up): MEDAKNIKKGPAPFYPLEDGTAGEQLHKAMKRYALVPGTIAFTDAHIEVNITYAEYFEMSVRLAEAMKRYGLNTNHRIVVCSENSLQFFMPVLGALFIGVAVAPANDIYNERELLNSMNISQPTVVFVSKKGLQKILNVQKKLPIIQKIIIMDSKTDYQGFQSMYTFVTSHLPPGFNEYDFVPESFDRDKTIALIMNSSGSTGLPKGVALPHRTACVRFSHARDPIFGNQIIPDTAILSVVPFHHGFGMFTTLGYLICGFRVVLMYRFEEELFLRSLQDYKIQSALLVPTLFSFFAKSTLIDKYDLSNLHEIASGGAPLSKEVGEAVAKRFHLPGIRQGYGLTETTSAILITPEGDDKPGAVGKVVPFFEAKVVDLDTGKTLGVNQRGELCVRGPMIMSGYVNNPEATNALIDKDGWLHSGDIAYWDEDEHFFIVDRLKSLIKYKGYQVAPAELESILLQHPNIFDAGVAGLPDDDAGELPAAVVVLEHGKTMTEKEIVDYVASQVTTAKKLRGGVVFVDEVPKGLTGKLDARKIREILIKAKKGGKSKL
NF-kB neuron act: NF-kB expression increase, human neuronal cells; hit rate 1.6% among 190,000; fold change at 12.5 µM; NF-kB reporter expression; hits give high values; AID 1239; in the data active = fold change above about 3.3
APP 5'UTR act: activates APP 5'UTR luciferase reporter | SH-SY5Y APP 5'UTR luciferase reporter, luminescence; zero percent = DMSO vehicle wells | activation, % at 2 µM | hit rate 1% among 190,000;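 active = activation above a set limit, based on mean plus 3 SD of controls, cut at about 140% in these data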; also: values of inactives mirror those of a sister screen read the other way
Diaphorase inh: counter-screen for diaphorase-based assays: diaphorase inhibitors and chemical oxidizers; diaphorase resazurin-to-resorufin fluorescence, NADH, 16 min; bacterial (C. kluyveri) enzyme, not human; inhibition, % at 20 µM; hit rate 0.69% among 190,000; AID 1217;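 active = primary screen inhibition at 20 µM above a set limit, cut at about 50% in these data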;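 also: plate controls were DMSO with full reaction for no effect and wells lacking NADH for full effect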
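Assay system: diaphorase enzyme from Clostridium kluyveri. Quantity: enzyme working solution with 0.14 U/mL diaphorase. Schedule: reaction incubation of 16 min at room temperature. Technique: resorufin fluorescence, excitation 544 nm, emission 590 nm. Controls: No-NADH positive control and DMSO neutral control.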
TLR4-MyD88 BLA: blocks binding of human TLR4 to MyD88; HeLa CL3-4 TLR4/MyD88 BLA complementation, FRET ratio; hit rate 0.18% among 200,000; AID 861; inhibition, % at 8.4 µM; O00206+Q99836; in the data active = inhibition above about 25%;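 also: 0% = vehicle and 100% = reference inhibitor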
APP 5UTR inh: APP translation inhibition; AID 1285; hit rate 0.82% among 190,000; inhibition, % at 2 µM; SH-SY5Y APP 5'UTR-luciferase reporter, luminescence;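 active = inhibition above a set limit, derived from the sample mean plus 3 SD, cut at about 45% in these data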; also: values of inactives mirror those of a sister screen read the other way
STAT1 activator: STAT1 signaling activation; hit rate 2.6% among 200,000; activation (% of control), % at 5.5 µM; AID 932; NIH 3T3 STAT1-luciferase reporter, IFN-gamma, luminescence; 100% = IFN-gamma alone, no compound;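 active = activation above the screen-wide mean activation plus 3 SD, cut at about 130% in these data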;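 also: raw ratio to IFN-gamma control signal so 100% means no change and 0% no light; values of inactives mirror those of a sister screen read the other way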
FLuc act counter: firefly luciferase counter-screen for stimulation assays; P08659; ATPlite luciferase biochemical, luminescence, 10 min; 0 = ATP-free wells, 1 = DMSO control; activation factor at 10 µM; 200,000 tested, under 10 active;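 active = luciferase activation factor, scaled between plate controls, of at least 2 with compound at 10 µM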
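Assay system: Luciferase/luciferin detection reagent, cell-free biochemical luciferase assay / Also added: ATP substrate / Schedule: 10 min at ambient temperature / Measured by: luminescence measurement of luciferase light output / Benchmarks: low control with PBS replacing ATP, high control enzyme plus ATP without compound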
Diaphorase act: activates diaphorase or chemically reduces, flagging diaphorase assay artifacts; Diaphorase/resazurin coupled assay, resorufin fluorescence, 16 min; hits give high values; 1 = vehicle wells, 0 = NADH-free wells; activation factor at 20 µM; hit rate 0.005% among 190,000; AID 1229;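 active = diaphorase activity raised at least twofold by the compound at 20 µM; inactive = activation factor below 2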
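Assay system: bacterial diaphorase enzyme (C. kluyveri) / Input: enzyme 0.07 U/mL final / Medium: 50 mM HEPES pH 7.4 with 4.542 mM MgCl2, 0.005% Tween 20 / Doses: single compound dose of 20 µM, 1% DMSO final / Incubation: 16 min enzyme reaction, ambient temperature / Signal: fluorescence, excitation 544 nm and emission 590 nm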
G6PDH CS: counter-screen for G6PDH assay hits: L. mesenteroides G6PDH inhibition; Purified L. mesenteroides G6PDH, diaphorase/resazurin coupled fluorescence, 45 min; inhibition, % at 5 µM; hit rate 0.12% among 200,000; AID 1020; in the data active = inhibition above about 50%
Starred values were filed as active, the others as inactive; x = not tested or not shown.

SMILES	FLuc inh counter	NF-kB neuron act	APP 5'UTR act	Diaphorase inh	TLR4-MyD88 BLA	APP 5UTR inh	STAT1 activator	FLuc act counter	Diaphorase act	G6PDH CS
COC(=O)CN(c1nc(C)c(Cl)c(OC)n1)S(=O)(=O)c1ccc(C)cc1	-9.2	0.79	-0.4	17.1	2.1	0.4	96.6	1.1	0.8	11.2
CN1CCN(C(CNS(=O)(=O)c2ccc(F)cc2)c2cccnc2)CC1 (stereo not drawn)	-10.1	1.07	8.9	2.4	18.3	-8.9	95.3	1.1	1	9.7
Cc1cc[n+](-c2nc([O-])sc2/C=N/Nc2ccc([N+](=O)[O-])cc2)cc1	-7.2	1.58	-7.3	2.3	7.0	7.3	97.3	1.1	1	3.9
O=C(O)c1ccc(CSc2nnc(-c3ccco3)n2-c2ccccc2)cc1	-2.7	1.09	-6.0	-8.7	7.0	6.0	102.9	1	1.1	4.6
CC(=O)N(c1nc(CCl)cs1)c1ccc(C)cc1C	-4.5	0.98	9.6	16.8	-11.0	-9.6	102.3	1	0.8	0.3
CN(C)CCNC(=O)Cc1c(C(=O)O)n(C)c2ccccc12	-3.1	x	-0.2	18.2	5.7	0.2	101.6	1	0.8	1.2
COc1ccc(/C(C)=N/OCC(=O)Nc2nc3ccccc3s2)cc1	-3.7	1.03	1.1	12.9	-9.3	-1.1	106.1	1	0.9	3.1
CS(=O)(=O)N(CC(O)Cn1c2ccccc2c2ccccc21)c1cccc2ccccc12 (stereo not drawn)	-7.4	0.46	4.2	36.2	-6.2	-4.3	98.7	1.1	0.6	-1.3
Cc1nn(-c2ccc(Cl)cc2)c2[nH]c(=O)c(CNCc3ccc4c(c3)OCO4)cc12	-4.7	1.21	4.3	-12.1	9.4	-4.3	102.6	1	1.1	12.1
Oc1cccc(CCC2CCCCN2Cc2cn[nH]c2-c2ccc3c(c2)OCO3)c1 (stereo not drawn)	-7.1	0.92	11.4	8.8	-0.5	-11.4	95.2	1.1	0.9	6.6
CCOc1ccc(CCNC(=O)COC(=O)c2cccc(OC)c2O)cc1OCC	-1.8	1.1	-2.0	10.6	7.7	2.0	102.1	1	0.9	-3.1
Cc1ccc(C(C(=O)NC(C)(C)C)N(Cc2ccccc2)C(=O)c2snc(C(N)=O)c2N)o1 (stereo not drawn)	-2.6	0.5	28.1	0.2	1.3	-28.1	87.9	1	1	10.8
CC(=O)Nc1ccc(NS(=O)(=O)c2cc([N+](=O)[O-])ccc2C)cc1	-4.2	1.03	17.4	15.3	-5.3	-17.4	94.7	1	0.8	3.0
COc1ccc(-c2ccc(CCC(=O)O)n2NC(=O)c2cccs2)cc1	-2.7	1.03	8.9	-1.6	-4.5	-8.9	104.2	1	1	10.0
Cc1cccc(N=C2NC(=O)/C(=C/c3cccs3)S2)c1	13.4	1.23	4.2	-1.9	5.2	-4.2	99.4	0.9	1	0.2
COc1cc2c(cc1OC)CN(C(C)C(=O)Nc1ccc(NC(C)=O)cc1)CC2 (stereo not drawn)	-5.1	1.32	4.6	3.5	-2.2	-4.6	107.8	1.1	1	-6.2
COc1ccc(CN=C2NC(=O)CC(C(=O)Nc3ccc(Cl)cc3)S2)cc1 (stereo not drawn)	-7.7	0.91	5.7	16.0	0.8	-5.7	104.6	1.1	0.8	3.4
COc1cccc(CNCCO)c1OCc1ccccc1Cl	-5.8	0.92	x	6.2	12.8	x	100.7	1.1	0.9	-3.9
O=C(Nc1cccnc1)c1ccc(COc2ccccc2Br)o1	-5.2	0.77	-5.0	5.8	-12.5	5.0	92.0	1.1	0.9	-4.6
CCOc1ccccc1NC(=O)c1cccc(NC(=O)CC(c2ccccc2)c2ccccc2)c1	-3.5	0.7	5.8	17.4	4.6	-5.8	101.1	1	0.8	10.3
Cc1c(C(=O)Oc2cccc3cccnc23)oc2ccccc12	-2.1	x	-16.6	21.8	13.4	16.6	108.1	1	0.8	44.1
O=[N+]([O-])c1cc(C(F)(F)F)ccc1NN=C1CCCC1	1.6	1.14	-8.6	13.1	-6.3	8.6	110.6	1	0.9	-0.2
Cc1oc2cc(OC(=O)c3ccco3)ccc2c(=O)c1-c1nc2ccccc2n1C	-4.7	1.14	-6.5	4.3	-2.1	6.5	94.6	1	1	3.9
COc1ccccc1OCC(=O)N/N=C/C=C/c1ccc([N+](=O)[O-])o1	-9.6	0.55	-10.1	27.1	-11.3	10.1	99.9	1.1	0.7	6.8
Cc1ccc2nc(-c3ccc(N4C(=O)CC(N5CCCC(C)C5)C4=O)cc3)sc2c1 (stereo not drawn)	-0.4	1.46	84.0	0.6	-6.6	-84.0	106.6	1	1	3.7

Other structures
SMILES	FLuc inh counter	NF-kB neuron act	APP 5'UTR act	Diaphorase inh	TLR4-MyD88 BLA	APP 5UTR inh	STAT1 activator	FLuc act counter	Diaphorase act	G6PDH CS
C=CCn1c(SCc2nc3scc(-c4ccccc4)c3c(=O)[nH]2)nnc1-c1ccccc1F	-8.0	1.15	10.9	18.2	0.5	-10.9	102.1	1.1	0.8	-18.9
CCO[C@H]1OC(C(=O)N2CCOCC2)=C[C@@H](c2ccccc2)[C@@H]1CCCO	-2.5	0.87	5.3	1.9	-17.4	-5.3	98.6	1	1	15.1
Cc1cc(C)nc(SCc2cc(=O)c(OC(=O)c3cc([N+](=O)[O-])ccc3Cl)co2)n1	-4.5	1.1	5.2	26.2	8.8	-5.2	97.3	1	0.7	-7.4
O=C(CC1C(=O)NCCN1C/C=C/c1ccccc1)NCCc1cccnc1 (stereo not drawn)	-5.9	1.06	-6.7	8.6	7.4	6.7	100.8	1.1	0.9	14.4
O=C(c1ccc2c(c1)OCO2)C1CCCN(C(=O)NCc2ccccc2)C1 (stereo not drawn)	0.3	0.98	10.1	2.6	2.4	-10.1	96.3	1	1	9.4
COC(=O)c1cccc(NC(=O)Cn2nnc3ccccc32)c1	-9.0	1.35	-10.0	2.5	-2.8	10.0	111.2	1.1	1	3.2
Cc1[nH]n(-c2ccccc2)c(=O)c1N=Nc1ccccc1O	3.2	1.27	-57.5	19.2	6.8	57.5*	102.4	1	0.8	14.4
CCOC(=O)c1c(-c2ccc(C)cc2C)csc1NC(=O)CSc1nnnn1C	-8.1	0.37	-12.4	43.1	6.2	12.4	95.7	1.1	0.6	-1.5
CC(C)N1C(=S)SC(C)(C)C1NO (stereo not drawn)	-5.4	1.02	x	12.8	-10.0	x	109.6	1.1	0.9	-11.5
CC(O)CCc1ccc(O)cc1 (stereo not drawn)	0.2	1.1	-7.6	3.1	-6.2	7.6	100.4	1	1	-0.2
CCOC(=O)N1CCC(NC(=O)c2cnn3cccnc23)CC1	-1.5	0.99	-1.7	0.3	-2.9	1.7	104.8	1	1	1.5
O=C(CSc1nnc(Cc2ccccc2)o1)N1CCCC1	-9.8	1.52	-6.2	0.8	6.9	6.2	101.6	1.1	1	8.9
COc1ccc(/C=N/N(C)c2cc(=O)n(C)c(=O)[nH]2)cc1OC	0.8	1.33	-3.0	16.3	-1.7	3.0	99.0	1	0.8	10.6
CC(C)CC(NC(N)=O)C(=O)Nc1cccc([N+](=O)[O-])c1 (stereo not drawn)	1.2	1.24	-15.7	3.3	-3.5	15.7	107.0	1	1	2.2

Only TLR4-MyD88 BLA, for some of the entries so far:
SMILES,TLR4-MyD88 BLA
COc1ccc(-c2ccc(CCC(=O)O)n2NC(=O)c2cccs2)cc1,-4.5
Cc1cccc(N=C2NC(=O)/C(=C/c3cccs3)S2)c1,5.2

Looked up above:
For APP 5'UTR act, C=CCn1c(SCc2nc3scc(-c4ccccc4)c3c(=O)[nH]2)nnc1-c1ccccc1F is listed with 10.9
For Diaphorase inh, CC(C)CC(NC(N)=O)C(=O)Nc1cccc([N+](=O)[O-])c1 (stereo not drawn) is listed with 3.3
For NF-kB neuron act, CCOC(=O)N1CCC(NC(=O)c2cnn3cccnc23)CC1 is listed with 0.99
For G6PDH CS, COc1ccc(/C=N/N(C)c2cc(=O)n(C)c(=O)[nH]2)cc1OC is listed with 10.6

Some of the entries so far, as labelled records:
Cc1cccc(N=C2NC(=O)/C(=C/c3cccs3)S2)c1
  FLuc inh counter: 13.4
  NF-kB neuron act: 1.23
  APP 5'UTR act: 4.2
  Diaphorase inh: -1.9
  TLR4-MyD88 BLA: 5.2
  APP 5UTR inh: -4.2
  STAT1 activator: 99.4
  FLuc act counter: 0.9
  Diaphorase act: 1
  G6PDH CS: 0.2
COc1cc2c(cc1OC)CN(C(C)C(=O)Nc1ccc(NC(C)=O)cc1)CC2 (stereo not drawn)
  FLuc inh counter: -5.1
  NF-kB neuron act: 1.32
  APP 5'UTR act: 4.6
  Diaphorase inh: 3.5
  TLR4-MyD88 BLA: -2.2
  APP 5UTR inh: -4.6
  STAT1 activator: 107.8
  FLuc act counter: 1.1
  Diaphorase act: 1
  G6PDH CS: -6.2
COc1ccc(CN=C2NC(=O)CC(C(=O)Nc3ccc(Cl)cc3)S2)cc1 (stereo not drawn)
  FLuc inh counter: -7.7
  NF-kB neuron act: 0.91
  APP 5'UTR act: 5.7
  Diaphorase inh: 16.0
  TLR4-MyD88 BLA: 0.8
  APP 5UTR inh: -5.7
  STAT1 activator: 104.6
  FLuc act counter: 1.1
  Diaphorase act: 0.8
  G6PDH CS: 3.4
COc1cccc(CNCCO)c1OCc1ccccc1Cl
  FLuc inh counter: -5.8
  NF-kB neuron act: 0.92
  APP 5'UTR act: x
  Diaphorase inh: 6.2
  TLR4-MyD88 BLA: 12.8
  APP 5UTR inh: x
  STAT1 activator: 100.7
  FLuc act counter: 1.1
  Diaphorase act: 0.9
  G6PDH CS: -3.9
